# Screens: PubChem BioAssay, National Center for Advancing Translational Sciences (NCATS)
# TDP-43 yeast inh: rescues yeast growth from TDP-43 toxicity; TDP-43 expressing yeast growth rescue, BacTiter-Glo, 24 h; Potency, µM (series often up to 46.1 µM), inactives show at the top dose growth rescue (activation), actives largely listed as activators; hit rate 1.8% among 410,000; AID 652104; also: potency is read from the fitted curve at half-maximal effect; % of control where 0% means no effect; nearly all actives have a fitted effect of over 50% in size
#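 Luminescence from BacTiter-Glo reports growth of TDP-43-expressing yeast after 24 hr at 30 deg C with compound. Cells were raffinose-pregrown to mid-log, then seeded in galactose medium at OD600=0.02.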
# pAkt inh: inhibitors of Akt phosphorylation | Neuro2A IGF-stimulated pAkt S473 HTRF, 20 min; active compounds read low | activity change, % for hits at 50 µM | hit rate 0.32% among 360,000; in the data active = activity change below about -80%; inconclusive = mostly about -51% to -80%; also: % is scaled to controls: 0 for no effect and ±100 for the full control effect
#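 Neuro2A cells (4,500/well, DMEM with 0.5% FBS) were treated with compound at a single 50 µM final concentration, stimulated with 6 nM IGF for 20 min at 37 °C, and lysed. Phospho-Akt Ser473 was read by HTRF as 665/615 ratio ×10^4.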
# FUS yeast rescue: suppressors of FUS proteinopathy in yeast | S. cerevisiae FUS-expressing, growth rescue, OD600, 24 h | Potency, µM (top dose mostly 76.6 µM), inactives show at the top dose growth rescue (activation), actives largely listed as activators | hit rate 0.24% among 390,000;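 also: potency is read from the fitted curve at half-maximal effect; plate controls were DMSO vehicle for no effect and reference control for full effect; nearly all actives have a fitted effect of over 55% in size; some results filed as inactive show a strong effect at the top dose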
#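 Quantitative HTS measuring growth restoration of FUS-toxic yeast. Galactose-induced cells (OD 0.005) were exposed 24hr at 30C to compounds at several concentrations, then absorbance at 600 nm was recorded.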
# GLP1R inv ag: GLP-1 receptor (human) inverse agonism. Potency, µM (doses to about 38.3 µM), for inactives: at the top dose activity change, negative = inhibition, actives largely listed as inhibitors. HEK293 GLP-1R CRE-luciferase, luminescence, 24 h; GLP-1R form is constitutively active. P43220. hit rate 1.6% among 410,000; also: potency is read from the fitted curve at half-maximal effect; % is scaled to controls: 0 for no effect and ±100 for the full control effect; nearly all actives have a fitted effect of over 55% in size
# Target sequence (P43220 whole entry, looked up): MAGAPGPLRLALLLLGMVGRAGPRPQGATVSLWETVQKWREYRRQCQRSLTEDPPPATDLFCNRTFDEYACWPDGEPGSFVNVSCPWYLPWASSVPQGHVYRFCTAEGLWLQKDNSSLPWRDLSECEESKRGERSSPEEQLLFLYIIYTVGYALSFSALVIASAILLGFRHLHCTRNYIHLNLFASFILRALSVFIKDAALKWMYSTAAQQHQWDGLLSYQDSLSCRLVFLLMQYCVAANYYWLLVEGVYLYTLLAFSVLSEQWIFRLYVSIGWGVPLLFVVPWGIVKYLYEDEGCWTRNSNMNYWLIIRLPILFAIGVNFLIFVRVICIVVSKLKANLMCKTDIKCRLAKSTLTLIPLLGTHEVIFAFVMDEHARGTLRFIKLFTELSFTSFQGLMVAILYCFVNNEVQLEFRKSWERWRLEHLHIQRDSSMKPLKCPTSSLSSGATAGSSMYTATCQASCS
#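 qHTS in 1536-well format: reporter HEK293 cells expressing constitutive GLP-1R activity in DMEM + 10% Nu serum, 24 hr with compounds at 37 deg C, luminescence read after 12 min with detection reagent.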
# Mm-Cpn inhibitor: blocks the Methanococcus maripaludis chaperonin Mm-Cpn; AID 504842; purified Mm-Cpn ATPase, ADP Transcreener TR-FRET; Potency, µM (doses to about 76.9 µM), for the others: at the highest dose activity, negative = inhibition, usual class: inhibitors; hit rate 0.031% among 330,000; also: potency is read from the fitted curve at half-maximal effect; % is scaled to controls: 0 for no effect and ±100 for the full control effect; nearly all actives have a fitted effect of over 80% in size
#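 Purified archaeal chaperonin (25 nM final) was preincubated with compound for 10 min at 37°C, then ATP (10 uM final) was added for 30 min at 37°C in Tris pH 7.4/KCl/MgCl2/DTT buffer. ADP was quantified by HTRF Transcreener TR-FRET.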
# Abeta rescue: A-beta toxicity reversal in yeast | yeast expressing A-beta42, growth rescue, OD600, 48 h; response scale: 0% DMSO, 100% iron-clioquinol control | Potency, µM (doses to about 46.1 µM), for the others: top-dose growth rescue, actives largely listed as activators | hit rate 0.063% among 410,000 | AID 1347071; also: potency is read from the fitted curve at half-maximal effect; nearly all actives have a fitted effect of over 55% in size
#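 Growth rescue measured by 600 nm absorbance after 48 h yeast culture at 30 C with compound. Values normalized between DMSO and an equimolar ferric chloride plus clioquinol control.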
# GLP1R cytotox: cytotoxicity in counter-screen for GLP-1R inverse agonists; hit rate 0.13% among 410,000; HEK293 cAMP-luciferase reporter cells, luminescence, 24 h; Potency, µM (highest dose often 38.3 µM), for inactives: at the top dose activity change, negative = inhibition, usual class: inhibitors;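 also: loss of luciferase light is scored as toxicity; potency is read from the fitted curve at half-maximal effect; % is scaled to controls: 0 for no effect and ±100 for the full control effect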
#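 MLSMR compounds, 24 hr on cells at 37 deg C/5% CO2; luminescence after luciferase reagent (12 min RT). Inhibition counted as the undesired cytotoxic outcome.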
# PTHR1 agonist: agonists of human PTHR1 parathyroid hormone receptor; AID 743266; HEK293 GP2 PTHR1 cells, GloSensor cAMP luminescence, 1 h; hit rate 0.075% among 410,000; Potency, µM (series often up to 115 µM), without a hit: at the highest dose activation, usual class: activators; also: potency is read from the fitted curve at half-maximal effect; nearly all actives have a fitted effect of over 55% in size; some results filed as inactive show a strong effect at the top dose; inactives centre near -15; many of its hits are not listed in these tables
# Target sequence (Q03431 whole entry, looked up): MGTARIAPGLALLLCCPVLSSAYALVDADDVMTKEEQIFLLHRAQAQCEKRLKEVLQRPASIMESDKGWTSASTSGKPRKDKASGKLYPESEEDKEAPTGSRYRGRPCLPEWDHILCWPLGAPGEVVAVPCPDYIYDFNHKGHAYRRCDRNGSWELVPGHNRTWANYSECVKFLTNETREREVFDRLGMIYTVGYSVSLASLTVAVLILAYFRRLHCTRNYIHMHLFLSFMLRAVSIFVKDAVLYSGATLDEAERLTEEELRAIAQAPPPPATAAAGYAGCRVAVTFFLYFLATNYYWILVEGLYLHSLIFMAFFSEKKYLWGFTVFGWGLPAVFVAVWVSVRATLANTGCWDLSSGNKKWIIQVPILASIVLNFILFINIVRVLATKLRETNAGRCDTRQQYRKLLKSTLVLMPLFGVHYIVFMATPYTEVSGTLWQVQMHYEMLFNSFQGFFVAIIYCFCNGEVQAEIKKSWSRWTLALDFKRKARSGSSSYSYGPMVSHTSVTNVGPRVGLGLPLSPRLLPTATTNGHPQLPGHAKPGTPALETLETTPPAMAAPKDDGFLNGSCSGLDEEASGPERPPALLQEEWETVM
#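 HEK-293-derived GP2 cells expressing PTHR1 and a GloSensor cAMP reporter, 3,000/well, plated overnight, given luciferin plus IBMX (each 0.5 mM as added) for 1 h at 37 °C, then compound for 1 h at 37 °C. Luminescence was read after 15 min at room temperature.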
# aSyn rescue: alpha-synuclein toxicity inhibition in yeast; Yeast expressing alpha-synuclein, growth rescue, BacTiter-Glo, 24 h; Potency, µM (top dose mostly 46.1 µM), for the others: at the top dose growth rescue (activation), hits mostly activators; hit rate 0.14% among 370,000; AID 652106; also: potency is read from the fitted curve at half-maximal effect; % of control where 0% means no effect; nearly all actives have a fitted effect of over 65% in size
#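 Screening used galactose-induced yeast with toxic alpha-synuclein levels, exposed to compound for 24 hr at 30 deg C. Cell growth, read with BacTiter-Glo luminescence, gave the measured signal.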
# Starred values were filed as active, the others as inactive; i = inactive; ? = inconclusive; nt = no result given; & = joins results of further samples; [ ] = dose if it differs, or a comment. Unless noted, calls follow the shape of the dose curve; as a rule, active = well fitted curve in the direction sought with a large enough effect; inconclusive = small, poorly fitted or top-dose-only effect, or another doubt; inactive = no such curve, though single readings can be large; an effect the other way counts as inactive or inconclusive. Only part of the results is shown; rates above refer to the full screens.
# A first look (15 entries):
SMILES,TDP-43 yeast inh,pAkt inh,FUS yeast rescue,GLP1R inv ag,Mm-Cpn inhibitor,Abeta rescue,GLP1R cytotox,PTHR1 agonist,aSyn rescue
Cc1ccc(S(=O)(=O)NCc2cccnc2)cc1C,-3%,i,-8%,8%,-2%,8%,-8%,-17%,0%
CCN(CC)CC(=O)Nc1sc(C)cc1C(=O)c1ccccc1,3%,i,13%,?,-2%,1%,-4%,-20%,-2%
COc1ccc(CC(=O)NCc2cn3ccsc3n2)cc1,-13%,i,44%,5%,0%,-12%,-5%,-1%[57.5 µM],2%
O=C(c1ccc2c(c1)OCCO2)C1CCN(C(=O)c2ccc(F)c(F)c2)CC1,11µM*,nt,33%,0%,-1%,19%,-16%,-3%[57.5 µM],2%
CN(Cc1c(C(=O)N/N=C/c2ccccc2)nnn1-c1nonc1N)C1CCCCC1,?,i,3%,1%,-2%,14%,1%,-24%,0%
Cc1cc(C)c(OCC(=O)OCC(=O)N2CCc3ccccc3C2)c(C)c1,18%,i,14%,16%,4%,0%,-2%,-13%,-25%
COc1cc(/C=C(/C#N)c2nc3ccccc3[nH]2)ccc1OCC(=O)Nc1ccccc1C,6%,i,nt,4%,2%,-4%,-4%,i,0%
COc1cc(F)cc(C2=CC(=O)C[C@H](c3ccc(F)cc3)C2)c1,?,i,17%,?,2%,6%,2%,i,2%
C/C(=N\NC(=O)C1COc2ccccc2O1)c1ccc(C)o1 (configuration not stated),-2%,i,23%,11%,-2%,3%,5%,-5%,-1%
O=C(O)CC1S/C(=N/N=C/C=C/c2ccccc2)NC1=O (configuration not stated),-2%&4%,i,3%&4%,2%&0%,2%&-1%,-23%&9%,41%&1%,-17%&-17%,-7%&2%
O=C(NCc1cccs1)c1cccnc1SCCS(=O)(=O)c1ccc(C(F)(F)F)cn1,-17%,i,6%,-32%,-1%,-13%,-35%,i,-8%
Cc1nnc(SCC(=O)N2CCN(Cc3ccccc3)CC2)s1,-22%,i,7%,-13%,-2%,-3%,5%,i,-7%
O=C(C1CCC(Cn2c(=O)c3sccc3n(Cc3ccccc3)c2=O)CC1)N1CCOCC1 (configuration not stated),11%,nt,-17%,6%,nt,-10%,17%,0%,nt
O=C(NC1=NCCS1)c1ccccc1OCc1ccccc1Cl,16%,i,-25%,?,-1%,-79%[inhibitor],12%,3%,-43%[inhibitor]
Cc1nnc(NC(=O)CC(CN(C)S(=O)(=O)c2ccccc2)c2ccccc2)s1 (configuration not stated),7%,i,-2%,12%,0%,-5%,5%,-11%,-1%

# All compounds of this part (from the top)
SMILES,TDP-43 yeast inh,pAkt inh,FUS yeast rescue,GLP1R inv ag,Mm-Cpn inhibitor,Abeta rescue,GLP1R cytotox,PTHR1 agonist,aSyn rescue
Cc1ccc(S(=O)(=O)NCc2cccnc2)cc1C,-3%,i,-8%,8%,-2%,8%,-8%,-17%,0%
CCN(CC)CC(=O)Nc1sc(C)cc1C(=O)c1ccccc1,3%,i,13%,?,-2%,1%,-4%,-20%,-2%
COc1ccc(CC(=O)NCc2cn3ccsc3n2)cc1,-13%,i,44%,5%,0%,-12%,-5%,-1%[57.5 µM],2%
O=C(c1ccc2c(c1)OCCO2)C1CCN(C(=O)c2ccc(F)c(F)c2)CC1,11µM*,nt,33%,0%,-1%,19%,-16%,-3%[57.5 µM],2%
CN(Cc1c(C(=O)N/N=C/c2ccccc2)nnn1-c1nonc1N)C1CCCCC1,?,i,3%,1%,-2%,14%,1%,-24%,0%
Cc1cc(C)c(OCC(=O)OCC(=O)N2CCc3ccccc3C2)c(C)c1,18%,i,14%,16%,4%,0%,-2%,-13%,-25%
COc1cc(/C=C(/C#N)c2nc3ccccc3[nH]2)ccc1OCC(=O)Nc1ccccc1C,6%,i,nt,4%,2%,-4%,-4%,i,0%
COc1cc(F)cc(C2=CC(=O)C[C@H](c3ccc(F)cc3)C2)c1,?,i,17%,?,2%,6%,2%,i,2%
C/C(=N\NC(=O)C1COc2ccccc2O1)c1ccc(C)o1 (configuration not stated),-2%,i,23%,11%,-2%,3%,5%,-5%,-1%
O=C(O)CC1S/C(=N/N=C/C=C/c2ccccc2)NC1=O (configuration not stated),-2%&4%,i,3%&4%,2%&0%,2%&-1%,-23%&9%,41%&1%,-17%&-17%,-7%&2%
O=C(NCc1cccs1)c1cccnc1SCCS(=O)(=O)c1ccc(C(F)(F)F)cn1,-17%,i,6%,-32%,-1%,-13%,-35%,i,-8%
Cc1nnc(SCC(=O)N2CCN(Cc3ccccc3)CC2)s1,-22%,i,7%,-13%,-2%,-3%,5%,i,-7%
O=C(C1CCC(Cn2c(=O)c3sccc3n(Cc3ccccc3)c2=O)CC1)N1CCOCC1 (configuration not stated),11%,nt,-17%,6%,nt,-10%,17%,0%,nt
O=C(NC1=NCCS1)c1ccccc1OCc1ccccc1Cl,16%,i,-25%,?,-1%,-79%[inhibitor],12%,3%,-43%[inhibitor]
Cc1nnc(NC(=O)CC(CN(C)S(=O)(=O)c2ccccc2)c2ccccc2)s1 (configuration not stated),7%,i,-2%,12%,0%,-5%,5%,-11%,-1%
COc1ccc(CN=CC2=C(O)CNC2=O)cc1OC,7%,i,-10%,18%,-19%,16%,11%,i,-1%
CN1CCN(C(=O)C23CC4CC(CC(C4)C2)C3)CC1,-1%,i,-3%,8%,-18%,1%,1%,-4%[57.5 µM],-20%
Cc1cc2nc(N=C(N)N)nc(C)c2cc1C,-13%,i,-5%,-27%,1%,-25%,-28%,-7%,-10%
COC(=O)c1cccc(NC(=O)CSc2ncn[nH]2)c1,22%,i,4%,11%,1%,9%,-8%,i,1%
Cc1ccc(N=C2NC(=O)CS2)cc1,?,i,20%,22%,-1%,-4%,6%,-5%,0%
COc1ccc(N(C(=O)c2snc(C(N)=O)c2N)C(C(=O)NCc2ccccc2)c2ccc(O)cc2)cc1OC (configuration not stated),-3%,i,?,86%[activator],2%,-4%,-1%,i,0%
Cc1csc(=O)n1CC(=O)OCC(=O)c1c(N)n(CC(C)C)c(=O)n(C)c1=O,-7%,i,4%,-1%,0%,-4%,-9%,-14%,-1%
Cc1ccc(C(=O)N/C(=C/c2ccco2)C(=O)NCCc2c[nH]c3ccccc23)cc1C,-3%,nt,38%,?,-4%,8%,-4%,i,7%
CC1(Cc2ccccc2OC(F)(F)F)C(=O)Nc2c(Cl)ccc(Cl)c21 (configuration not stated),9%,i,-20%,?,nt,-5%,1%,-27%,?
COc1ccc(C2=C(C)C(=NCCCN3CCN(c4cc(C)ccc4C)CC3)NS2(=O)=O)cc1,18%,nt,31%,-18%,nt,-22%,11%,-29%,nt
# Carrying on.
SMILES,TDP-43 yeast inh,pAkt inh,FUS yeast rescue,GLP1R inv ag,Mm-Cpn inhibitor,Abeta rescue,GLP1R cytotox,PTHR1 agonist,aSyn rescue
CCCCCCCCNS(=O)(=O)CCNC1CCCCC1,-2%,i,8%,?,nt,2%,1%,-29%,2%
COc1ccc(C2C3=C(N=C4SCC(=O)N42)c2ccccc2CC3)cc1OC (configuration not stated),-25%,i,35µM*,10%,?,2%,-20%,-21%,1%
COC(=O)Nc1ccc2c(c1)ncn2C1CCCCC1,-6%,nt,14%,11%,-1%,3%,7%,-19%,nt
COc1ccc(C(=O)N/C(=C\c2cn(C)c3ccccc23)C(=O)NCCN2CCOCC2)cc1OC,10%,nt,-8%,21%,0%,-4%,-2%,-7%,3%
OC(CNCC(c1ccco1)N1CCCCC1)c1ccccc1 (configuration not stated),11%,i,11%,2%,-4%,12%,3%,i,-6%
COc1ccccc1NC(=S)NCc1ccccn1,-16%,i,16%,-30%,2%,3%,0%,i,-1%
CCOc1cc(/C=N/O)ccc1OCC(=O)Nc1cccc(C)c1,?,i,nt,-2%,2%,-7%,4%,i,7%
CC1CCN(S(=O)(=O)c2cccc(C(=O)NC3CCCCC3)c2)CC1,-20%,i,18%,-14%,0%,-10%,-13%,-43%[inhibitor],1%
COc1cc(CCC(=O)N2CCN(S(=O)(=O)c3ccc(C)cc3)CC2)cc(OC)c1OC,-6%,i,21%,2%,3%,15%,7%,i,-1%
COC(=O)N/N=C\c1ccc(OC/C=C/c2ccccc2)c(OC)c1,4%,i,0%,-31%,1%,7%,5%,i,-6%
CCN(CC(=O)NC1CCS(=O)(=O)C1)S(=O)(=O)c1ccccc1Cl (configuration not stated),-20%,i,-3%,-11%,1%,1%,-1%,-19%,0%
CSCC(=O)N1CCC(Oc2cccc(C(=O)NCc3ccccn3)c2)CC1,4%,i,11%,-6%,-2%,-4%,-9%,-27%,?
Cc1nc2cc(NC(=O)N3c4ccccc4CC3C)ccc2n1C (configuration not stated),-18%,i,-5%,?,1%,-14%,?,-22%[57.5 µM],1%
Oc1ccc(Nc2nc(-c3ccccc3O)nc3ccccc23)cc1,-17%,i,-13%,?,4%,-35%,-23%,i,1%
